ALDH1A1 block = qHTS Assay for Inhibitors of Aldehyde Dehydrogenase 1 (ALDH1A1); Aldehyde dehydrogenase 1A1 (Homo sapiens), P00352; Purified ALDH1A1, NADH fluorescence, propionaldehyde substrate; Potency, µM (doses to about 75.3 µM), for inactives: top-dose activity, negative = inhibition, actives largely listed as inhibitors; 7.3% of 220,000 active; AID 1030, 2008; active = well fitted inhibition curve with a large enough effect, not every such curve was filed as active; inconclusive = small, poorly fitted or top-dose-only effect, or another doubt; inactive = no such curve, though single readings can be large or run the other way;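 note: plate controls were no enzyme wells and a reference inhibitor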
TexasRed fluor = Total Fluorescence Counterscreen for Inhibitors of the Interaction of Thyroid Hormone Receptor and Steroid Receptor Coregulator 2. TRb/SRC2 Texas Red total fluorescence interference. Potency, µM (top dose mostly 106 µM), inactives show at the top dose fluorescence change, negative = quenching. 0.29% of 280,000 active. AID 1479, 2009; active = well fitted curve in either direction with a large enough effect; inconclusive = small, poorly fitted or top-dose-only effect
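Human TRb ligand-binding domain at 0.6 uM with 20 nM Texas Red SRC2 peptide in Tris buffer containing 1 uM T3 and 5% DMSO, incubated with compound 5 h at ambient temperature. Total fluorescence (555/632 nm) calculated as parallel + 2 × perpendicular.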
Tau fibril ThT = qHTS for Inhibitors of Tau Fibril Formation, Thioflavin T Binding; Microtubule-associated protein tau (Homo sapiens), P10636; recombinant tau K18 P301L, heparin-induced fibrillization, ThT fluorescence; Potency, µM (highest dose often 57.4 µM), inactives show at the top dose activity, negative = inhibition, usual class: inhibitors; 2.1% of 270,000 active; AID 1460, 2008; note: nearly all actives have a fitted effect of over 55% in size
Target sequence (P10636 561-689 P618L limits assumed): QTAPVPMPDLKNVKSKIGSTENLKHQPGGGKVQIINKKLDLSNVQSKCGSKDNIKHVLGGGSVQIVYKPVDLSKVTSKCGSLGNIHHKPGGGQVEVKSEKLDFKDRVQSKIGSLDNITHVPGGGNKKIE
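Heparin-induced (20 uM) aggregation of recombinant human K18 P301L tau, 15 uM unlabeled with 0.24 uM labeled, pH 7 acetate buffer, 6 hr at 37 C with compound. Fibrils quantified by 30 uM ThT fluorescence after 1 hr ambient incubation.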
GLA spleen mod = qHTS Assay for Inhibitors and Activators of Human alpha-Galactosidase From Spleen Homogenate; Alpha-galactosidase A (Homo sapiens), P06280; human spleen homogenate, 4MU-alpha-Gal fluorescence, 40 min; Potency, µM (top dose mostly 80 µM), inactives show at the top dose activity change, negative = inhibition, hits mostly inhibitors; 0.008% of 240,000 active; AID 2107, 2009;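 note: 0% = enzyme with vehicle and -100% = no enzyme basal signal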
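Inhibition or activation of alpha-galactosidase in human spleen homogenate is scored by 4-MU fluorescence after 40 min at 37C, pH 5.0, with 1 mM substrate. AC50s come from concentration-response fitted to the Hill equation.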
TRb-SRC2 inh = qHTS for Inhibitors of the Interaction of Thyroid Hormone Receptor and Steroid Receptor Coregulator 2; Thyroid hormone receptor beta (Homo sapiens), P10828; TRbeta-SRC2 peptide binding, fluorescence polarization; receptor liganded with 1 µM T3; Potency, µM (titrated, usually from 106 µM), inactives show top-dose activity change, negative = inhibition, most hits filed as inhibitors; 0.065% of 280,000 active;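 note: plate controls were bound peptide for no effect and peptide without receptor for full effect; nearly all actives have a fitted effect of over 50% in size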
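Assay buffer: 20 mM Tris-HCl, 100 mM NaCl, 10% glycerol, 1 mM EDTA, 0.01% NP-40, 1 mM DTT, 1 uM T3, 5% DMSO; TRb LBD 0.6 uM, Texas Red SRC2 20 nM; FP after 5 hr.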
Tau FP inhib = qHTS for Inhibitors of Tau Fibril Formation, Fluorescence Polarization; K18 P301L tau heparin fibrillization, Alexa594 FP, 6 h; Potency, µM (titrated, usually from 57.7 µM), inactives show at the highest dose activity, negative = inhibition, actives largely listed as inhibitors; 0.39% of 280,000 active; Microtubule-associated protein tau (Homo sapiens), P10636; note: nearly all actives have a fitted effect of over 55% in size
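Heparin (20 uM) drove fibril formation of recombinant tau K18 P301L, 15 uM unlabeled with 0.24 uM Alexa 594 label, for 6 hr at 37 C in 100 mM sodium acetate pH 7. Fluorescence polarization (555/632 nm) read 1 hr after 30 uM ThT.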
Tau fluor cs = Counterscreen qHTS for Inhibitors of Tau Fibril Formation, Fluorescence Polarization. 0.93% of 280,000 active. tau K18 P301L Alexa594 fluorescence, heparin fibrillization. Potency, µM (titrated, usually from 57.7 µM), for the others: at the highest dose activity change, negative = decrease; note: nearly all actives have a fitted effect of over 55% in size
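Human tau K18 P301L (15 uM unlabeled, 0.24 uM Alexa 594-labeled) in 100 mM sodium acetate pH 7 with 20 uM heparin, 6 hr at 37 C. ThT 30 uM added, 1 hr ambient; Alexa 594 FP and total fluorescence read at 555/632 nm.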
L3MBTL1 inh = qHTS Assay for the Inhibitors of L3MBTL1; Lethal(3)malignant brain tumor-like protein 1 (Homo sapiens), Q9Y468; AlphaScreen L3MBTL1–H3K9me1 peptide binding; Potency, µM (series often up to 57.1 µM), for the others: top-dose activity, negative = inhibition, hits mostly inhibitors; 0.66% of 230,000 active; note: nearly all actives have a fitted effect of over 60% in size
Target sequence (Q9Y468 whole entry, looked up): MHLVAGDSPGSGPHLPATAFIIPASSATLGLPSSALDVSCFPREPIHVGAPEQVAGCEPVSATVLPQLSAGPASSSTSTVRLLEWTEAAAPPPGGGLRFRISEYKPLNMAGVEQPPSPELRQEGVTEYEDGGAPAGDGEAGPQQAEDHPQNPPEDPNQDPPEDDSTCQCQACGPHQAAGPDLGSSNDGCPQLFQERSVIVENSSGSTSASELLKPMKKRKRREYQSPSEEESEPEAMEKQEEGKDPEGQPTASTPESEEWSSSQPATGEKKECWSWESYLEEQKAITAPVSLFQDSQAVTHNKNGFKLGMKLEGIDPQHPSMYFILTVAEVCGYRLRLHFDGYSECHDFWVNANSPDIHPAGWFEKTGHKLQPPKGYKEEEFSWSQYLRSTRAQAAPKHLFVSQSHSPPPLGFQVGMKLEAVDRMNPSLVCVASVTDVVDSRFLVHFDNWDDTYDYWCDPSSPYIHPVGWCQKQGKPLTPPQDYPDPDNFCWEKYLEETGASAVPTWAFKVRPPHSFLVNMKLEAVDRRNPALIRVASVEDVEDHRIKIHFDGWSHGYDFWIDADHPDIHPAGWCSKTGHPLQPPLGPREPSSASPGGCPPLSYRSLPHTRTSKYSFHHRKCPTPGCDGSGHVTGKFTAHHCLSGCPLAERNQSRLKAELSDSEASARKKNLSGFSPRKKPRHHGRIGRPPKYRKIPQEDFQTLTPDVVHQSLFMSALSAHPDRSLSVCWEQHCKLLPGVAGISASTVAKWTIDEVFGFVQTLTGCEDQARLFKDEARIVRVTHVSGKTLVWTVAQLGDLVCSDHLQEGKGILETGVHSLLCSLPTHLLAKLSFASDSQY
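Displacement of a biotinylated histone H3(1-15) peptide monomethylated at Lys9 (75 nM) from L3MBTL1 (50 nM) was measured by AlphaScreen after a 30 min room-temperature compound incubation; cefsulodin titration served as intraplate control.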
* hit, by the source's call; ? = inconclusive; nt = not tested or not shown; [ ] = remark or other dose. Unless noted, calls come from the whole dose curve; as a rule, active = well fitted curve in the direction sought with a large enough effect; inconclusive = small, poorly fitted or top-dose-only effect, or another doubt; inactive = no such curve, though single readings can be large; an effect the other way counts as inactive or inconclusive. Unless noted, % is set by controls: 0 for no effect and ±100 for the full control effect; potency is the fitted concentration of half-maximal effect.

SMILES	ALDH1A1 block	TexasRed fluor	Tau fibril ThT	GLA spleen mod	TRb-SRC2 inh	Tau FP inhib	Tau fluor cs	L3MBTL1 inh
Cc1cccc(NCC(=O)N/N=C\c2ccccn2)c1	6%	-2%	-13%	-1%	-1%	0%	1%	-6%
Cc1nn(CC(O)COc2ccc3c(c2)CCC3)c(C)c1Br (stereo not given)	?	0%	-8%	-2%	-3%	17%	-3%	2%
COc1ccccc1N1CCN(S(=O)(=O)c2ccc(-c3cnc(C4CC4)o3)cc2)CC1	nt	-1%	-6%	nt	5%	9%	-23%	nt
Cc1sc(NC(=O)c2ccco2)nc1-c1ccccc1	-5%	0%	?	-4%	-7%	-3%	-25%	-9%
Cc1ccccc1Cn1c2ccccc2c2cnn(CC(=O)NCCc3ccccc3)c(=O)c21	nt	-5%	?	nt	5%	-6%	-8%	nt
O=C(NC(N1CCCCCC1)C(Cl)(Cl)Cl)c1ccccc1Cl (stereo not given)	11µM*	0%	-2%	-17%	1%	5%	7%	6%
CCOC(=O)CSc1nc2sc3c(c2c(=O)n1CC)CC(C)(C)OC3	?	-1%	-8%	7%	-12%	1%	-3%	9%
Cc1nnc(N2CCN(c3ccccc3F)CC2)c2c1nnn2Cc1ccccc1	nt	1%	-11%	nt	4%	-2%	-13%	nt
CCN(CC)CCCn1c(-c2ccccc2)nc2c(N(CCOC)CCOC)nc(C)nc21	?	0%	-1%	8%	2%	2%	-1%	nt
Cc1nnc2sc(SCC(=O)Nc3ccc(Br)cc3)nn2c1=O	?	0%	?	-10%	11%	-8%	-11%	nt
CC(C)(C)NCC(O)CON=C1c2ccccc2-c2ccccc21 (stereo not given)	-9%	-1%	-3%	0%	1%	-4%	-2%	-4%[11.4 µM]
COC(=O)C1CCN(C(=O)c2ccc(OC3CCN(Cc4ccccn4)CC3)cc2)CC1	?	-4%	-17%	2%	-6%	-5%	1%	0%
COc1ccc(-n2cc(CN(C)C3CCOCC3)c(-c3cccc(F)c3)n2)cc1	?	-4%	-6%	-6%	-7%	-7%	-11%	-9%
CCn1cc(C(=O)Nc2ccccc2C(=O)OC)c(=O)c2ccc(C)nc21	?	0%	-5%	4%	-16%	-2%	-13%	3%
CCOC(=O)NC(NCc1cccc(C(F)(F)F)c1)(C(F)(F)F)C(F)(F)F	6%	?	-1%	1%	4%	-4%	-11%	5%
Cc1ccc(NC(=O)c2cc(NC(=O)c3ccco3)ccc2N2CCCCC2)cc1	-14%	1%	2%	2%	3%	-3%	-12%	-7%
CC(CN1CCCC1)C(=O)NN (stereo not given)	2%	2%	-12%	-7%	-2%	-8%	-9%	nt
CCN(CC)CCNC(=O)c1ccccc1N	?	0%	0%	14%	9%	6%	4%	-1%
CCCc1ccc(C(=O)/C=C/N(C)C)cc1	?	-5%	?	6%	1%	-18%	-29%	-3%
CCCCCCOc1ccc(C(CC(=O)NC)C(=O)O)cc1 (stereo not given)	-3%	1%	-1%	0%	-4%	-2%	3%	9%

In a second layout: results already given
| canonical_smiles | ALDH1A1 block | TexasRed fluor | Tau fibril ThT | GLA spleen mod | TRb-SRC2 inh | Tau FP inhib | Tau fluor cs | L3MBTL1 inh |
| --- | --- | --- | --- | --- | --- | --- | --- | --- |
| COC(=O)C1CCN(C(=O)c2ccc(OC3CCN(Cc4ccccn4)CC3)cc2)CC1 | ? | -4% | -17% | 2% | -6% | -5% | 1% | 0% |
| COc1ccc(-n2cc(CN(C)C3CCOCC3)c(-c3cccc(F)c3)n2)cc1 | ? | -4% | -6% | -6% | -7% | -7% | -11% | -9% |
| CCn1cc(C(=O)Nc2ccccc2C(=O)OC)c(=O)c2ccc(C)nc21 | ? | 0% | -5% | 4% | -16% | -2% | -13% | 3% |
| CCOC(=O)NC(NCc1cccc(C(F)(F)F)c1)(C(F)(F)F)C(F)(F)F | 6% | ? | -1% | 1% | 4% | -4% | -11% | 5% |
| Cc1ccc(NC(=O)c2cc(NC(=O)c3ccco3)ccc2N2CCCCC2)cc1 | -14% | 1% | 2% | 2% | 3% | -3% | -12% | -7% |
| CC(CN1CCCC1)C(=O)NN (stereo not given) | 2% | 2% | -12% | -7% | -2% | -8% | -9% | nt |
| CCN(CC)CCNC(=O)c1ccccc1N | ? | 0% | 0% | 14% | 9% | 6% | 4% | -1% |
| CCCc1ccc(C(=O)/C=C/N(C)C)cc1 | ? | -5% | ? | 6% | 1% | -18% | -29% | -3% |
| CCCCCCOc1ccc(C(CC(=O)NC)C(=O)O)cc1 (stereo not given) | -3% | 1% | -1% | 0% | -4% | -2% | 3% | 9% |

(further entries)
SMILES	ALDH1A1 block	TexasRed fluor	Tau fibril ThT	GLA spleen mod	TRb-SRC2 inh	Tau FP inhib	Tau fluor cs	L3MBTL1 inh
Cc1cc(-c2nnnn2-c2ccc(C(F)(F)F)cc2)no1	5%	-2%	-18%	-7%	-2%	-5%	-16%	8%
C/C(=N\Nc1nc2ccccc2s1)c1ccc2c(c1)OCO2	-9%	-3%[53 µM]	?	-12%	-1%[53 µM]	-1%	?	-2%
O=C(CSc1ncnc2c1oc1ccccc12)Nc1cccc(C(F)(F)F)c1	3%	-7%	3%	-1%	-5%	?	-27%	nt
O=C(Nc1ccc(Cl)cc1)c1cc(S(=O)(=O)NC2CCCCCC2)ccc1F	nt	-2%	10%	nt	6%	?	?	nt
COCCNC(=O)c1c(NC(=O)c2cc(=O)c3cc(Cl)ccc3o2)sc2c1CCCC2	nt	?	?	nt	0%	-2%	-13%	nt
COc1ccc(OC)c(NC(=O)CCc2c[nH]c3ccccc23)c1	-4%	0%	-17%	-4%	-5%	10%	?	-4%
COc1ccc2cc(C(=O)NCc3ccco3)c(=O)oc2c1	?	0%	-10%	11%	-9%	3%	-1%	-14%[11.4 µM]
COc1cc(Nc2nc(-c3ccc(OC)c(OC)c3)nc3ccccc23)cc(OC)c1	nt	-8%	-11%	nt	12%	?	?	nt
Cc1ccc(Cn2ccnc2SCC(=O)NCc2ccccc2Cl)cc1	nt	-2%	-1%	nt	0%	8%	-6%	nt
C/C(=N\OC(=O)c1ccc(C)cc1)c1sc(C)nc1C	-8%	-2%	?	-2%	3%	9%	-4%	nt
COc1ccc(-n2cc(-c3ccccc3)nc2SCC(=O)Nc2ccccc2C)cc1	nt	-1%	5%	nt	1%	5%	-14%	nt
Cc1ccc(S(=O)(=O)c2nnn3c2nc(NCc2ccc(F)cc2)c2sccc23)cc1	nt	0%	9%	nt	6%	-19%	-13%	nt
CC(C)[C@H](NC(=O)c1ccc(F)cc1)C(=O)NC1=NCCS1	6%	-1%	1%	-8%	-5%	3%	3%	4%
CCCN(CCC)CCCNC(=O)Cn1cnc2onc(-c3ccc(F)cc3)c2c1=O	nt	-2%	-2%	nt	-6%	-3%	-5%	nt
COc1ccc(CNC(=O)CCC2N=C3c4ccccc4N=C(SCc4ccccc4F)N3C2=O)cc1 (stereo not given)	nt	-18%	13%	nt	3%	7%	15%	nt
O=C(NCc1ccco1)c1ccc(Cn2c(=O)c3ccccc3n(Cc3ccc(Cl)cc3)c2=O)cc1	2%	-5%	-11%	0%	2%	-7%	-18%	nt
Cn1nc(C(F)(F)F)c(/C=N/OC(=O)c2ccc(Cl)cc2)c1Cl	5%	4%	-10%	3%	0%	-8%	-8%	3%
OCCCn1c(-c2ccccc2)csc1=Nc1ccccc1	-6%	1%	-17%	2%	2%	6%	-23%	nt
COc1ccc(CNC(=O)CN(c2cccc([N+](=O)[O-])c2)S(C)(=O)=O)cc1	-4%	0%	-1%	-4%	1%	-4%	-3%	9%
O=[N+]([O-])c1cccc(-c2ccc(C(=S)N3CCN(c4ccc(F)cc4)CC3)o2)c1	?	-8%	-4%	3%	-20%	2%	-7%	-29%
COC(=O)c1ccccc1NC(=O)c1ccc2c(c1)CCN2S(=O)(=O)c1ccc(Cl)cc1	nt	1%	0%	nt	-11%	-9%	-17%	nt
CS(=O)(=O)Cc1cc(Sc2ccccc2)nc(-c2ccncc2)n1	11µM*	-2%	2%	1%	0%	6%	-5%	7%
N#CCC1c2ccccc2CCN1C(=O)Nc1cccc(Cl)c1 (stereo not given)	8%	-1%	3%	-2%	-2%	-3%	-12%	10%
Cc1ccc(NC(=O)Cn2nnc(-c3nc(-c4ccncc4)no3)c2N)cc1	nt	-3%	8%	nt	2%	-7%	4%	nt
CCCSc1nnc(NC(=O)Nc2ccccc2OC)s1	nt	-7%	-3%	7%	-1%	?	?	1%
Cc1ccc(/C=C(\C#N)c2nc(-c3cc4c(ccc5ccccc54)oc3=O)cs2)cc1	nt	?	-5%	nt	-20%[53 µM]	-4%	-10%	nt
Cc1cc(N2CCCC2)nc2ccc(NC(=S)NCCCN3CCC(C)CC3)cc12	-1%	1%	-5%	9%	-6%	2%	-11%	nt
COC(=O)CSc1cc(C)nc(SC)n1	10%	2%	-6%	4%	1%	-4%	-5%	nt
COc1ccc(O)c(CN2CCN(C/C=C/c3ccccc3)CC2)c1	-2%	0%	-3%	-2%	-7%	7%	-3%	-5%
O=C(Nc1ccc2c(c1)CCC2)c1ccc(Br)s1	-9%	-1%	16%	2%	7%	13%	9%	4%
O=C(Cn1nc(-c2ccc(Cl)cc2)ccc1=O)N1CCN(c2ccccc2)CC1	2%	-1%	-5%	2%	-5%	5%	0%	-6%
CCN(CC(=O)NC1CCS(=O)(=O)C1)c1nc(-c2cccnc2)nc2ccccc12 (stereo not given)	?	0%	-11%	-1%	1%	-2%	-14%	1%
Cc1ccc(CNC(=O)C23CN(Cc4ccccc4)CC2C(c2ccc([N+](=O)[O-])cc2)=NO3)o1 (stereo not given)	?	-3%	-16%	1%	-12%	-5%	-26%	-3%
